Bioassay records (PubChem BioAssay)
Keap1-Nrf2 PPI: disrupts human Keap1 binding to Nrf2 peptide | Q14145 | Keap1 Kelch-Nrf2 peptide fluorescence polarization, 1536-well | inhibition, % at 9.4 µM | 0.15% of 340,000 active; in the data active = inhibition above about 12%;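 also: human Keap1 Kelch domain with fluorescein labeled Nrf2 9mer peptide probe; 0% = neutral control wells and 100% = peptide positive control; higher means more block of Keap1 binding to Nrf2 peptide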
Target sequence (Q14145 whole entry, looked up, the tested form may be a part): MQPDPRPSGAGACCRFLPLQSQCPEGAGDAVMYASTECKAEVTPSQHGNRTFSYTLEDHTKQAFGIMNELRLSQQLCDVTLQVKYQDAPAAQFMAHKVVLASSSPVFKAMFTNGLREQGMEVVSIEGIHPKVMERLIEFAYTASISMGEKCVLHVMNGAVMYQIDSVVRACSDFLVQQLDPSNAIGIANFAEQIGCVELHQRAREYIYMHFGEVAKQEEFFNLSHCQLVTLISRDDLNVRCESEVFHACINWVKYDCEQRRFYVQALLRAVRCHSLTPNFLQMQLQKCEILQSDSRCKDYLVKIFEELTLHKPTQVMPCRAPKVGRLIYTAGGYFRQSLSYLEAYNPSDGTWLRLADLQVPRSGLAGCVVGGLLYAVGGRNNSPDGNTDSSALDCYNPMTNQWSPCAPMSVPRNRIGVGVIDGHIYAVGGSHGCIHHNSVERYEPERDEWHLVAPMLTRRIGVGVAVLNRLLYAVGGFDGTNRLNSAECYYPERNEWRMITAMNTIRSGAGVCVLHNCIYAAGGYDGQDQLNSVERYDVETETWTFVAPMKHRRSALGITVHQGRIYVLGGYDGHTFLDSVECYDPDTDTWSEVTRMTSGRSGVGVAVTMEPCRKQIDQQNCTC
CAL-PDZ inh HTS: CAL PDZ (human) peptide binding inhibition; purified CAL PDZ, TMR-peptide fluorescence polarization, 1 h; inhibition, % at 24.9 µM; Q9HD26; 0.92% of 300,000 active; AID 602252;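 active = mean inhibition of at least 30% with at least half of replicates also reaching 30%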;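 also: 0% = DMSO neutral control and 100% = excess unlabeled competitor peptide PRC23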
MOR-DOR ag: agonists of human mu-delta opioid receptor heterodimerization; P35372+P41143; cells, OPRM1-OPRD1 heterodimerization, luminescence; activation, % at 9.3 µM; 0.3% of 340,000 active; AID 504326; in the data active = activation above about 18%;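 also: 0% = vehicle-treated cells and 100% = reference agonist; values of inactives mirror those of a sister screen read the other way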
cardiac RTF act: cardiac RTF calcium sensitization; P19429+P45379; IANBD-labeled TnC RTF fluorescence at EC20 calcium; 0% EC20 calcium, 100% full calcium; activation, % at 7.2 µM; 0.24% of 340,000 active; AID 493008;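 active = activation above the mean over all tested compounds plus 3 SD, cut at about 30% in these data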;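 also: rise in fluorescence read as greater calcium sensitivity of cardiac thin filaments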
HTR5A ag ctr: HTR5A agonism, opioid heterodimer counter-screen. AID 504692. 0.61% of 340,000 active. P47898. activation, % at 9.3 µM. HTR5A agonist assay, luminescence, cell-based; in the data active = activation mostly above about 9.5%, no sharp cut-off; inactive = mostly below about 7.6%;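 also: 0% = cells with vehicle only and 100% = reference agonist; strong numbers were not always called active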
Target sequence (P47898 whole entry, looked up): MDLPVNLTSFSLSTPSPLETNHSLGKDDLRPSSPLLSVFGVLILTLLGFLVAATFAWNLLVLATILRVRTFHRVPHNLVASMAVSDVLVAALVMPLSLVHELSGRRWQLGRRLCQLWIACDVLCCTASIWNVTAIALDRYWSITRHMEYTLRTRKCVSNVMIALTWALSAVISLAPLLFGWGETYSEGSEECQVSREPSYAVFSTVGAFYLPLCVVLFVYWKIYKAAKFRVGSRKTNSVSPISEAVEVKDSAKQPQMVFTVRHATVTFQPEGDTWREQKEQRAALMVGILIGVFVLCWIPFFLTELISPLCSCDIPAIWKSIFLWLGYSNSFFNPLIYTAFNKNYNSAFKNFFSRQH
OPRM1-OPRD1 inv: inverse agonists of human mu-delta opioid receptor heterodimerization | P35372+P41143 | cell-based MOR-DOR heterodimer luminescence, inverse agonism | inhibition, % at 9.3 µM | 0.21% of 340,000 active; in the data active = inhibition above about 22%, passing the limit was not always enough;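 also: 0% = cells with DMSO and 100% = wells without cells with DMSO; values of inactives mirror those of a sister screen read the other way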
Cardiac RTF inh: cardiac RTF calcium desensitization; 0.12% of 340,000 active; AID 493244; inhibition, % at 7.15 µM; P19429+P45379; IANBD-labeled cardiac RTF, Ca2+ fluorescence;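 active = inhibition above the mean inhibition of all tested compounds plus 3 SD, cut at about 17% in these data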;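 also: assay run at fixed EC70 calcium of 1.6 mM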
V-ATPase pHluor: alters yeast V-ATPase proton transport; S. cerevisiae, pHLuorin cytosolic pH fluorescence; response, % at 10 µM; AID 504577; 0.37% of 350,000 active; in the data active = response mostly above about 7.3%, no sharp cut-off; inactive = mostly below about 5.4%; also: actives read high; inactives centre near 0; some compounds called inactive have numbers as strong as hits; reference of the scale not given here
LANA DNA inh: blocks KSHV LANA C-terminal domain binding to DNA; MBP-C-LANA/FAM-LBS DNA binding, fluorescence polarization; inhibition, % at 9 µM; 0.078% of 340,000 active; AID 504423;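 active = highest replicate inhibition at or above 60% at 9 µM, even if other replicates fall short; inactive = all replicates below 60% inhibition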;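 also: 0% = neutral control wells and 100% = 4 µM acridine orange control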
HTR5A inv ctr: HTR5A inverse agonism, opioid heterodimer counter-screen; 0.083% of 340,000 active; HTR5A cell line, luminescence; P47898; inhibition, % at 9.3 µM; in the data active = inhibition mostly above about 23%, no sharp cut-off; inactive = mostly below about 18%;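 also: 0% = cells with DMSO and 100% = no-cell wells with DMSO; some compounds called inactive have numbers as strong as hits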
Numbers without * were called inactive; nt = no result given.

SMILES	Keap1-Nrf2 PPI	CAL-PDZ inh HTS	MOR-DOR ag	cardiac RTF act	HTR5A ag ctr	OPRM1-OPRD1 inv	Cardiac RTF inh	V-ATPase pHluor	LANA DNA inh	HTR5A inv ctr
CCCCCn1c(=O)c(C(=O)NCc2ccccc2)c(O)c2ccccc21	0	10	-0.6	-8	0	3	-3	-2	1.0	1
Brc1ccc(C2N3CCCN23)cc1 (stereo not given)	2	-2	-1.7	-6	0	10	-5	-2	-0.1	-1
O=c1[nH]c(=O)n(-c2cccc3ccccc23)c(O)c1/C=N/N1CCCCCC1	-1	-3	-3.0	5	-2	16	3	-2	-1.1	7
C=CCOC(=O)COc1cc(C)cc2oc(=O)c3c(c12)CCC3	-5	-2	2.5	-2	6	-12	-1	4	0.0	-17
Cc1cc(OCC(=O)NCC(O)c2ccccc2)c2c3c(c(=O)oc2c1)CCC3 (stereo not given)	0	-2	-0.6	2	0	3	-6	-2	1.4	9
CC1CC2(O)c3no[n+]([O-])c3CCC2N1O (stereo not given)	-1	0	-4.6	-5	-2	25	-1	3	0.6	24
Cn1c(O)c(C(=Nc2ccc(F)cc2)c2ccccc2Cl)c(=O)n(C)c1=O	1	-1	-0.6	-7	1	3	-8	-4	3.2	7
COC(=O)C1=C(c2ccc(-c3ccccc3)c(F)c2)C[C@@H]2CC[C@H]1N2C(=O)NCCCOC(C)C	3	10	3.0	-19	-4	-17	-5	6	-1.5	-11
O=C(c1ccccc1)c1ccccc1N=Cc1c(O)[nH]c(=O)[nH]c1=O	-4	1	-0.8	-6	-1	4	-6	3	0.4	15
COc1ccc(/C=C/C2=CCN(C)CC2)cc1	-7	1	-1.5	-3	2	8	2	1	1.7	19
CC(C)Nc1nc(Cl)nc(NC(C)C)n1	3	-2	-1.4	-1	-7	7	3	-55	0.2	17
CC1=C2CCC3C(CCC4=CC(=O)CCC43C)C2CC1 (stereo not given)	-3	-1	-0.1	-12	0	0	-2	5	2.4	0
COc1ccc(C(CNC(=O)Cc2ccc(Cl)c(Cl)c2)N2CCCCC2)cc1 (stereo not given)	0	61*	-0.2	2	4	1	1	2	-0.7	17
Cc1ccc(CN2C3CCCC2CC(NC(=S)NCc2ccccc2)C3)cc1 (stereo not given)	-1	-2	9.3	-1	0	-53	2	2	-0.5	0
CCCCOCCCn1c(N)c(C(=O)OC(C)COC)c2nc3ccccc3nc21 (stereo not given)	-7	1	0.1	-5	6	-1	-7	-2	1.1	-8
O=C(N/N=C/c1c(O)n(CCC2=CCCCC2)c(=O)[nH]c1=O)c1ccccc1	-3	-5	-2.1	2	6	11	5	-1	-0.1	-21
CCOc1ccc(Cl)cc1CNCCc1ccccc1F	-6	nt	-3.0	-1	-1	15	-2	2	1.7	10
OCC12COC3c4ccccc4C(OC1)N32 (stereo not given)	-3	-1	-4.4	1	-1	21	3	2	-1.2	8
O=C(NCc1ccc(C(=O)N2CCC3(CC2)OCCO3)cc1)c1cccc(Br)c1	-3	-2	-0.6	-2	-1	3	-3	-2	1.3	-2
Cc1ccc(N2C(=O)NC(=O)/C(=C/c3cnc(-c4ccccc4)nc3)C2=O)cc1C	-42	-3	-0.1	0	-2	1	-11	3	-11	7
CN(C)C1(CNC(=O)c2ccc(Cl)c(S(=O)(=O)NCc3ccco3)c2)CCCCC1	-2	1	71*	-1	-2	-395	-17	-4	0.5	17
O=C(CCC(=O)N1CCC2(CC1)OCCO2)Nc1nnc(C(F)(F)F)s1	0	-2	-2.1	-3	-1	11	2	-3	0.7	3
CCOc1ccc(NC(=O)CCNC(=O)N2C[C@H]3C[C@@H](C2)c2cccc(=O)n2C3)cc1	-7	6	-2.0	9	2	10	-6	2	-2.3	17
O=C(Cn1c(NCCCl)nc2ccccc21)c1ccc(Br)cc1	-5	14	-3.2	0	-4	16	-9	5	0.2	34
CN1C(=O)N(C)C(=O)C(CCc2ccncc2)(Cc2ccc3c(c2)OCO3)C1=O	-1	-2	-0.4	2	2	2	-12	2	1.0	-7

Some of the entries so far, in markdown:
| molecule | Keap1-Nrf2 PPI | CAL-PDZ inh HTS | MOR-DOR ag | cardiac RTF act | HTR5A ag ctr | OPRM1-OPRD1 inv | Cardiac RTF inh | V-ATPase pHluor | LANA DNA inh | HTR5A inv ctr |
| --- | --- | --- | --- | --- | --- | --- | --- | --- | --- | --- |
| CCCCOCCCn1c(N)c(C(=O)OC(C)COC)c2nc3ccccc3nc21 (stereo not given) | -7 | 1 | 0.1 | -5 | 6 | -1 | -7 | -2 | 1.1 | -8 |
| CN(C)C1(CNC(=O)c2ccc(Cl)c(S(=O)(=O)NCc3ccco3)c2)CCCCC1 | -2 | 1 | 71* | -1 | -2 | -395 | -17 | -4 | 0.5 | 17 |
| Cc1ccc(CN2C3CCCC2CC(NC(=S)NCc2ccccc2)C3)cc1 (stereo not given) | -1 | -2 | 9.3 | -1 | 0 | -53 | 2 | 2 | -0.5 | 0 |
| Cc1ccc(N2C(=O)NC(=O)/C(=C/c3cnc(-c4ccccc4)nc3)C2=O)cc1C | -42 | -3 | -0.1 | 0 | -2 | 1 | -11 | 3 | -11 | 7 |

The main list resumes with the 2 entries that preceded the break.
SMILES	Keap1-Nrf2 PPI	CAL-PDZ inh HTS	MOR-DOR ag	cardiac RTF act	HTR5A ag ctr	OPRM1-OPRD1 inv	Cardiac RTF inh	V-ATPase pHluor	LANA DNA inh	HTR5A inv ctr
O=C(Cn1c(NCCCl)nc2ccccc21)c1ccc(Br)cc1	-5	14	-3.2	0	-4	16	-9	5	0.2	34
CN1C(=O)N(C)C(=O)C(CCc2ccncc2)(Cc2ccc3c(c2)OCO3)C1=O	-1	-2	-0.4	2	2	2	-12	2	1.0	-7
COc1ccc(N2C(=O)CC(=O)NC2=O)cc1	-5	-4	-1.0	0	2	5	3	6	-2.5	-4
Cc1cc(C)cc(NC(=O)CCNC(=O)N2C[C@H]3C[C@@H](C2)c2cccc(=O)n2C3)c1	0	-5	-0.4	5	1	2	-2	0	-2.2	2
COc1ccc2c(C)c(CC(=O)N3C[C@H]4C[C@@H](C3)c3cccc(=O)n3C4)c(=O)oc2c1C	1	-4	-1.4	-2	2	7	-3	-4	-1.0	6
Clc1ccc2c(c1)C(c1ccccc1Cl)=NCc1nncn1-2	-1	12	1.4	0	5	-8	-4	5	2.6	-36
CC(NC1CCCCC1)C(O)C12CC3CC(CC(C3)C1)C2 (stereo not given)	-9	-1	1.1	6	-4	-6	-4	4	0.6	6
CCN(CC)CCCN=Cc1c(O)n(-c2ccccc2F)c(=O)[nH]c1=O	1	-2	-1.2	6	-2	7	-10	-6	-1.1	4
C=CCn1c(O)c(C(C)=Nc2ccc(N(CC)CC)cc2)c(=O)[nH]c1=O	-3	3	5.2	-3	2	-27	-7	-1	0.7	-9
O=c1[nH]c(O)c(C=NC2CCCCC2)c(=O)[nH]1	0	-7	-2.3	4	3	11	-1	2	-3.4	-8
Cc1c(OC(=O)N(C)C)ccc2c1O/C(=C\c1ccco1)C2=O	-7	-5	-2.3	4	7	10	-5	2	1.7	-25
Cc1ccc(N2C(=O)NC(=O)/C(=C\c3cccn3C(C)(C)C)C2=O)cc1	-7	0	0.1	-2	1	0	3	-1	1.5	-5
CCN(CC)CCOC(=O)c1ccc(N=Cc2c(O)[nH]c(=O)[nH]c2=O)cc1	-35	-2	-0.9	11	3	5	-8	0	-10	11
C/C(=N/OC(=O)N(C)C)c1ncc(C(F)(F)F)cc1N1CCOCC1	-4	nt	-3.0	-1	6	16	1	-1	-0.7	-20
CCCn1c(C(=O)c2ccc(OC)cc2)nc2ccccc21	2	-8	4.1	1	-3	-20	-5	-4	-0.6	9
C[C@]1(O)CCC2C3CC[C@H]4C[C@@H](OC(=O)CNC(=O)CN)CC[C@]4(C)C3CC[C@@]21C (stereo not given in full)	-5	-3	-1.7	-3	0	9	0	-1	0.5	2
COCCOC(=O)c1c(N)n(Cc2ccc(OC)cc2)c2nc3ccccc3nc12	-7	-6	-3.4	1	1	16	-1	4	0.8	5
O=C(Cn1cnc2sc3c(c2c1=O)CCCC3)NCCC(=O)N1CCC2(CC1)OCCO2	6	-1	-2.5	1	1	12	-13	5	-1.7	-3
Cc1cccc(N2C(=O)NC(=O)C3(Cc4cc(C)ccc4N(C)C3)C2=O)c1 (stereo not given)	-3	-2	-2.8	2	5	15	-5	3	0.2	-5
Clc1ccccc1N1CCN(Cc2ccc3c(c2)OCO3)CC1	-1	-2	11	0	3	-53	-1	-2	-1.0	-11
Cc1nn(Cc2ccccc2)c(C)c1C(=O)OCC(=O)Nc1cc(S(C)(=O)=O)ccc1Cl	-3	-4	0.1	1	4	0	0	4	0.6	-12
N#CC(C#N)=C(N)c1cccnc1	-5	-2	-1.4	-2	0	8	-7	1	-0.9	1
COC(=O)C1=C(c2cccc(OC)c2OC)C[C@@H]2CC[C@H]1N2C(=O)NCC1CC1	-2	-2	-2.9	3	-1	16	-1	-2	-1.9	-10
O=C(Nc1nccs1)c1c(O)c2c(n(Cc3ccco3)c1=O)CCCC2	-6	nt	-1.2	2	10	6	-4	-2	0.7	2
COc1cc(C[C@@H](C)N)c(OC)cc1I	5	-10	-1.1	7	2	6	-7	-4	-0.1	-6
CCN(CC)c1ccc(N=Cc2c(O)n(-c3ccccc3)c(=O)[nH]c2=O)cc1	-7	4	0.2	3	-1	-1	-5	2	1.8	8
COc1ccc(CN2CCN(c3ccccc3F)CC2)cc1O	0	0	0.1	6	2	0	4	-2	0.7	4

Some of the entries above in a different format.
SMILES,Keap1-Nrf2 PPI,CAL-PDZ inh HTS,MOR-DOR ag,cardiac RTF act,HTR5A ag ctr,OPRM1-OPRD1 inv,Cardiac RTF inh,V-ATPase pHluor,LANA DNA inh,HTR5A inv ctr
Cc1c(OC(=O)N(C)C)ccc2c1O/C(=C\c1ccco1)C2=O,-7,-5,-2.3,4,7,10,-5,2,1.7,-25
Cc1ccc(N2C(=O)NC(=O)/C(=C\c3cccn3C(C)(C)C)C2=O)cc1,-7,0,0.1,-2,1,0,3,-1,1.5,-5

(list continues)
SMILES	Keap1-Nrf2 PPI	CAL-PDZ inh HTS	MOR-DOR ag	cardiac RTF act	HTR5A ag ctr	OPRM1-OPRD1 inv	Cardiac RTF inh	V-ATPase pHluor	LANA DNA inh	HTR5A inv ctr
COc1cc(OC)c(C=O)c(OC(=O)N(C)C)c1	-6	-6	-0.6	6	-1	4	-8	0	-1.3	3
Cc1ccc(C(c2nnnn2Cc2ccccc2)N2CC=C(c3ccc(F)cc3)CC2)cc1 (stereo not given)	-8	0	0.5	2	3	-3	4	1	-0.2	-5
CC1CC(C)OP(=O)(OCCC#N)O1 (stereo not given)	0	nt	0.2	-4	7	-1	-6	5	-1.0	-28
CCOC(=O)C1=C(N)OC2=C(C(=O)CCC2)[C@]12C(=O)N(CC(N)=O)c1ccccc12	1	-8	2.7	0	2	-14	-6	-2	1.1	-25
CCN(CC)C(=O)c1ccc2c(c1)C1C(Cl)C(Sc3ccccc3[N+](=O)[O-])CC1C(C(=O)O)N2 (stereo not given)	5	-4	-4.1	-3	1	21	0	-1	25	-35
COC(=O)C1=C(c2ccc(S(C)(=O)=O)cc2)C[C@@H]2CC[C@H]1N2C(=O)NCc1ccc(C(F)(F)F)cc1	-3	-2	-1.3	0	2	7	-7	-2	0.4	-6

The list is partial; the hit share may differ from the screen's.
